Compound activity as filed in PubChem BioAssay.
Mcl1 Noxa PPI: Mcl-1/Noxa interaction inhibition. Q07820. TR-FRET Mcl-1/Noxa peptide binding, 2 h. inhibition, % at 21.7 µM. actives 1.5% (n = 220,000). AID 1022;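 active means compounds that cut the protein-peptide binding signal by more than 50% relative to plate controls in a single-dose test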;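 further: His-tagged Mcl-1 with rhodamine Noxa BH3 peptide and terbium anti-His antibody; 0% = Mcl-1 plus Noxa peptide wells and 100% = peptide-only wells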
Target sequence (Q07820 whole entry, looked up): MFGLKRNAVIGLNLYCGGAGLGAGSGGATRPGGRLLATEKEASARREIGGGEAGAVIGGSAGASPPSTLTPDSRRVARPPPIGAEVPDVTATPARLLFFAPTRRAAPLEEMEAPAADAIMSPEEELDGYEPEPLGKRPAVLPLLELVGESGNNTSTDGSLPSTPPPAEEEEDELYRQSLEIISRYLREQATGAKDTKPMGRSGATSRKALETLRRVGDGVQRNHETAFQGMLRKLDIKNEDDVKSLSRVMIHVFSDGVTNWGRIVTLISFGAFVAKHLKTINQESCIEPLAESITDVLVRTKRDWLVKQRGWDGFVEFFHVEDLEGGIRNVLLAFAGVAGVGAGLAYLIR
RGS7-Gao: regulators of human RGS7-Galphao interaction; P09471; Multiplexed bead flow cytometry, RGS7-Galphao binding; actives lie on both sides; binding response (% of control), % at 10 µM; actives 0.35% (n = 220,000); in the data active means binding response below about 49% or above about 150%; inconclusive means no clear call, values can overlap the other calls; inactive means in between;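 further: fluorescent Galphao held in activated GDP-AlF4 state binding bead-coupled RGS7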
Mcl-1 Bim block: human Bim-Mcl-1 interaction inhibition. Bead-based flow cytometry, Bim peptide-Mcl-1 binding. inhibition, % at 10 µM. actives 0.1% (n = 190,000). AID 1009;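 further: 0% = no compound tracer wells and 100% = peptide blocker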
RGS4-Gao reg: modulates binding of RGS4 to human Galphao | Multiplexed bead flow cytometry; actives lie on both sides | binding response (% of control), % at 10 µM | actives 0.33% (n = 220,000) | AID 1415; in the data active means binding response below about 49% or above about 150%; inactive means in between;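 further: fluorescent Galphao activated with aluminum fluoride binding bead-coupled RGS4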
Bim-Bcl-W: disrupts Bim peptide binding to human Bcl-W. Q92843. bead-based flow cytometry. inhibition, % at 10 µM. actives 0.02% (n = 190,000). AID 952;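 further: 0% = bound tracer without compound and 100% = peptide blocker; higher means less fluorescent Bim peptide bound to Bcl-W beads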
Target sequence (Q92843 whole entry, looked up): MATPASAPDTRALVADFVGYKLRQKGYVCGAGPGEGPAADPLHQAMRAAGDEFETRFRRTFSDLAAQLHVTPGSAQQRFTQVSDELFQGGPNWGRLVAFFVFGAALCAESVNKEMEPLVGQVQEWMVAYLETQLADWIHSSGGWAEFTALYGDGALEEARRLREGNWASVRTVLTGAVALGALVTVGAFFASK
Bcl-B Bim block: disrupts Bim peptide binding to human Bcl-B. bead-based flow cytometry. Q9HD36. inhibition, % at 10 µM. actives 0.073% (n = 190,000). AID 951;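 further: 0% = tracer peptide without compound and 100% = reference inhibitor peptide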
Target sequence (Q9HD36 whole entry, looked up): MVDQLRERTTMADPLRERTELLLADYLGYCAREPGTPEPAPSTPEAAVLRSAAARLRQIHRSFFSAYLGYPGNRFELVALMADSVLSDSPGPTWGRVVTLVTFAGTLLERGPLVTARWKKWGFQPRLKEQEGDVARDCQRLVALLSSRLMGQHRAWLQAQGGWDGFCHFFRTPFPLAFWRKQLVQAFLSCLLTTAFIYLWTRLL
Bim-Bcl-XL: disrupts Bim peptide binding to human Bcl-XL; inhibition, % at 10 µM; AID 1007; bead flow cytometry, fluorescence; actives 0.04% (n = 190,000)
Target sequence (Q07817 whole entry, looked up): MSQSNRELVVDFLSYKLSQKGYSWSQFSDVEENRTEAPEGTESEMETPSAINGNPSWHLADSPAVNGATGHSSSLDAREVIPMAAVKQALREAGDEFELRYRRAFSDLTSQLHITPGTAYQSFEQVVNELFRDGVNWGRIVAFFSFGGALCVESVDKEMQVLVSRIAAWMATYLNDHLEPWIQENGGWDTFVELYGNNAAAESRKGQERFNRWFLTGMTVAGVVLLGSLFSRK
Bim-Bcl-2: disrupts Bim peptide binding to human Bcl-2; P10415; Bead-based flow cytometry, Bim peptide-Bcl-2 binding; actives 0.06% (n = 190,000); inhibition, % at 10 µM; in the data active means inhibition above about 40%; inconclusive means no clear call, values can overlap the other calls;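 further: 0% = no compound wells with probe peptide and 100% = reference peptide inhibitor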
Mcl1-Bid inh: disrupts binding of human Mcl-1 to Bid peptide; inhibition, % at 21.7 µM; actives 0.97% (n = 220,000); Q07820; AID 1021; TR-FRET Mcl-1/Bid-Dy647 peptide binding, 1536-well;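 active means compounds that cut the binding signal by more than half at the single screening dose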;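 further: His-tagged Mcl-1 with europium anti-His antibody binding Bid BH3 peptide; 0% = Mcl-1 plus peptide wells and 100% = peptide-only wells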
Bim-Bfl-1: inhibitors of Bim-Bfl-1 interaction, human; Q16548; Bead-based flow cytometry, Bim-Bfl-1 binding inhibition; inhibition, % at 10 µM; actives 0.12% (n = 190,000);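 further: 0% = wells without compound plus tracer and 100% = blocker peptide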
RGS8-Gao: modulates binding of RGS8 to human Galphao; P09471; multiplexed bead flow cytometry; actives lie on both sides; response (percent of control binding), % at 10 µM; actives 0.34% (n = 220,000); AID 1423; in the data active means response below about 60% or above about 140%; inactive means in between;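 further: Galphao activated as the GDP aluminium fluoride complex binding bead-coupled RGS8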
Active calls of the source: *; ? = inconclusive; · = no result given. Unless noted, no stated cut-off is given here; in the data, active means inhibition above about 40%. Compounds as they come (roughly 2.7% active in at least one column).

Mcl1 Noxa PPI	RGS4-Gao reg	Bim-Bcl-W	Bim-Bfl-1	Mcl-1 Bim block	Bim-Bcl-2	Mcl1-Bid inh	Bcl-B Bim block	RGS8-Gao	RGS7-Gao	Bim-Bcl-XL	Compound
6.0	98.1	-5.0	-2.0	-2.0	-1.0	-1.5	-4.0	98.0	97.3	-7.0	CCN(CC)C(C(=O)Nc1ccc2c(c1)OCO2)c1ccccc1 (centres undefined)
8.8	95.3	·	·	·	·	4.2	·	95.7	?	·	O=C(/C=C/c1ccccc1)c1ccc2c(c1)OCO2
12.6	100.4	-1.0	-11.0	-3.0	-11.0	-21.5	-10.0	102.4	106.5	-6.0	Cc1cc(C(=O)NCc2ccccc2Br)no1
-1.6	104.4	·	·	·	·	-4.8	·	98.3	?	·	Cn1cc(Br)c(-c2cccc(NC(=O)CCCC(=O)O)c2)n1
3.5	101.4	-1.0	-1.0	-2.0	0.0	8.2	-2.0	103.9	103.2	-3.0	Cc1ccc(S(=O)(=O)N2CCC(=O)N(C(COCc3cccc(C)c3)C(C)C)CC2)cc1 (centres undefined)
2.4	100.3	-4.0	-3.0	-5.0	-6.0	0.2	-8.0	103.2	101.9	-6.0	CSCCC(NC(=O)C1CCC(C)CC1)C(=O)OCC(=O)c1ccc(Cl)cc1 (centres undefined)
2.6	104.3	·	·	·	·	-22.3	·	101.0	?	·	CN1CCC(N(C)C(=O)/C(C#N)=C/c2ccc(OC(F)F)cc2)CC1
-6.1	103.3	0.0	-13.0	-1.0	-10.0	-19.5	-8.0	101.0	104.5	-5.0	COc1ccc(CCNC(=O)CCC(=O)N2CCN(S(=O)(=O)c3ccccc3)CC2)cc1OC
15.7	103.0	-6.0	-14.0	-3.0	-10.0	-24.9	-9.0	102.9	104.3	-7.0	CC(C)CC(=O)NC(=S)Nc1cc(C(=O)O)ccc1Cl
-9.4	102.3	·	·	·	·	-70.8	·	101.2	?	·	Cc1ccc(N(CC(=O)NCc2ccco2)C(=O)CCC(=O)Nc2nccs2)cc1
2.0	98.6	-2.0	-12.0	-2.0	-8.0	4.4	-8.0	99.0	98.7	-8.0	COc1ccccc1NC(=O)N1CCCC1C(=O)NCc1ccc(F)cc1 (centres undefined)
4.8	97.8	-4.0	0.0	-3.0	0.0	-10.3	-5.0	99.2	97.9	0.0	CC(=O)N(C)c1nc(-c2ccc(Cl)cc2)cs1
-0.8	100.9	1.0	0.0	0.0	0.0	-13.7	-1.0	99.9	101.6	0.0	CCCCNC(=O)C1=C(N)C(C(=O)Nc2ccc(C)c(S(=O)(=O)N3CCCCC3)c2)SC1=Nc1ccc(C)cc1C (centres undefined)
7.7	98.5	7.0	-10.0	1.0	-8.0	6.2	-6.0	101.1	98.2	-2.0	O=C(c1ccc(Cl)cc1)c1ccc(CN2C(=O)c3ccccc3C2=O)o1
-24.7	99.2	-7.0	-5.0	-6.0	-4.0	-13.4	-9.0	101.3	101.4	-9.0	COC(=O)c1sc2ccccc2c1NC(=O)c1ccc(S(=O)(=O)N2CCC(C)CC2)cc1
-8.6	106.5	-5.0	-4.0	-6.0	-2.0	-17.1	-5.0	106.9	112.1	-5.0	COc1ccccc1C(=O)NCCc1nc2ccccc2n1C
14.8	102.1	-2.0	-1.0	0.0	-1.0	-8.9	1.0	102.9	99.7	0.0	CCOC(=O)N1CCC(NC(=O)CCC(=O)N2CCOc3ccc(Cl)cc32)CC1
34.1	95.9	-2.0	-20.0	-4.0	-6.0	-14.7	5.0	96.9	93.1	-9.0	COc1ccc(Cn2c(=O)[nH]c3cc(C(=O)Nc4ccc(N5CCN(C)CC5)cc4)ccc32)cc1
-13.5	101.9	·	·	·	·	-13.7	·	100.0	?	·	OCCN(CC#CCC(O)(c1ccccc1)C1CCCC1)CCO (centres undefined)
4.6	101.7	0.0	-2.0	-1.0	-1.0	-34.6	-2.0	100.9	?	-1.0	COc1ccc(CCNC(=O)C(=O)NCc2ccccc2C)cc1OC
8.9	100.8	-1.0	0.0	-1.0	0.0	-3.7	-7.0	101.2	98.9	-2.0	COc1ccc(Cl)cc1C(=O)O/N=C(\N)c1ccc(Cl)cc1
-4.8	82.8	·	·	·	·	-36.6	·	97.4	?	·	COc1c(C(CC(C)C)OC(C)=O)ccc2c1C(=O)OCc1cc(C)cc(O)c1O2 (centres undefined)
0.8	95.7	-3.0	-6.0	-1.0	-5.0	-6.6	-1.0	98.9	98.6	-4.0	Cn1c(CNc2ccc(Cl)cc2)nnc1SCc1ccccc1
6.5	94.6	2.0	-5.0	0.0	-3.0	-61.7	1.0	93.3	98.7	2.0	Cc1ccc(NC(=S)NCC(C)C)cc1
9.5	94.2	-3.0	-15.0	-2.0	-12.0	-17.3	-9.0	99.7	98.6	-8.0	O=C(c1cc2nc(-c3ccco3)cc(C(F)(F)F)n2n1)N1CCN(c2ccc(F)cc2)CC1
-6.2	100.7	-3.0	0.0	-2.0	-4.0	-23.7	-4.0	104.3	100.1	-5.0	Cc1ccccc1NC(=O)C1C2CCCC1C2c1ccccc1 (centres undefined)
40.9	99.2	-3.0	-18.0	-2.0	-9.0	-4.0	-10.0	99.3	100.5	-7.0	O=C1CC(Sc2nnc(-c3ccccc3O)o2)C(=O)N1c1ccccc1 (centres undefined)
1.2	93.0	2.0	-14.0	-3.0	-12.0	-27.2	-10.0	98.5	103.1	-3.0	COc1cc(C(=O)NCCC(=O)NCc2ccc3c(c2)OCO3)cc(OC)c1OC
23.7	105.7	-4.0	-1.0	-5.0	-5.0	16.7	-1.0	105.6	110.4	-3.0	C#CCOCCOCCOCCNc1nc(N2CCOCC2)nc(N2CCN(C(=O)[C@H](Cc3cc4ccccc4[nH]3)n3cc([C@@H](N)C(C)CC)nn3)CC2)n1 (some centres undefined)
20.2	93.4	0.0	0.0	-1.0	-1.0	8.7	0.0	94.1	92.2	-3.0	CC(C)(C)NC(=O)C1Cc2ccccc2CN1C(=O)Nc1ccccc1Cl (centres undefined)
2.3	103.7	-1.0	0.0	-1.0	-2.0	6.4	-6.0	97.9	104.8	-6.0	CC(Oc1ccccc1)C(=O)NNS(=O)(=O)c1ccc([N+](=O)[O-])cc1 (centres undefined)
-4.7	30.5*	0.0	-1.0	-1.0	0.0	-38.0	-1.0	17.3*	19.1*	0.0	O=C(NCCc1c[nH]c2ccccc12)c1c(Cl)nc2sccn12
10.1	99.7	-4.0	-20.0	-6.0	-12.0	-10.5	-6.0	102.1	95.9	-10.0	COCCCNC(=O)Nc1ccc2c(c1)N(C)C(=O)CS2
7.4	98.5	-3.0	4.0	-4.0	0.0	-27.0	-16.0	102.5	98.8	-7.0	O=C(NN1CCN(Cc2ccccc2Cl)CC1)c1ccc(Cl)cc1
13.0	103.8	-5.0	-11.0	-2.0	-1.0	-8.8	-8.0	102.0	103.5	-5.0	CCOC(=O)c1c(NC(=O)CC2SC(N)=NC2=O)sc2c1CCC(C)C2 (centres undefined)
6.2	93.6	0.0	-1.0	-1.0	-5.0	-14.7	-1.0	98.6	101.2	3.0	Nc1cccc2c1C(=O)N(C(=O)c1cccc(S(=O)(=O)N3CCCCCC3)c1)C2=O
-9.4	99.6	0.0	-2.0	24.0	-1.0	-50.4	0.0	101.3	101.0	0.0	CCCN1C2CCCC1CC(NC(=S)Nc1ccc(OC)cc1)C2 (centres undefined)
-1.4	84.6	·	·	·	·	-6.9	·	95.5	?	·	CC1=NNC(=O)C1Cc1ccc(F)cc1 (centres undefined)
-4.5	102.3	0.0	0.0	-3.0	1.0	47.4	-2.0	104.7	97.7	-3.0	C=CCc1cc(Cl)ccc1OCCN(C)C
11.2	99.5	-2.0	0.0	-2.0	-3.0	-19.8	-1.0	100.2	100.7	-4.0	CCOC(=O)N1CCC(=NNc2nc(C)cc(=O)[nH]2)CC1

Random excerpt: 4 compounds from above.
Mcl1 Noxa PPI	RGS4-Gao reg	Bim-Bcl-W	Bim-Bfl-1	Mcl-1 Bim block	Bim-Bcl-2	Mcl1-Bid inh	Bcl-B Bim block	RGS8-Gao	RGS7-Gao	Bim-Bcl-XL	Compound
-4.8	82.8	·	·	·	·	-36.6	·	97.4	?	·	COc1c(C(CC(C)C)OC(C)=O)ccc2c1C(=O)OCc1cc(C)cc(O)c1O2 (centres undefined)
7.4	98.5	-3.0	4.0	-4.0	0.0	-27.0	-16.0	102.5	98.8	-7.0	O=C(NN1CCN(Cc2ccccc2Cl)CC1)c1ccc(Cl)cc1
13.0	103.8	-5.0	-11.0	-2.0	-1.0	-8.8	-8.0	102.0	103.5	-5.0	CCOC(=O)c1c(NC(=O)CC2SC(N)=NC2=O)sc2c1CCC(C)C2 (centres undefined)
-6.2	100.7	-3.0	0.0	-2.0	-4.0	-23.7	-4.0	104.3	100.1	-5.0	Cc1ccccc1NC(=O)C1C2CCCC1C2c1ccccc1 (centres undefined)

(list continues)
Mcl1 Noxa PPI	RGS4-Gao reg	Bim-Bcl-W	Bim-Bfl-1	Mcl-1 Bim block	Bim-Bcl-2	Mcl1-Bid inh	Bcl-B Bim block	RGS8-Gao	RGS7-Gao	Bim-Bcl-XL	Compound
0.6	101.1	1.0	0.0	2.0	1.0	-68.9	-1.0	113.5	99.0	-4.0	CN1CC=C2C(C#N)=C(N)C(C#N)(C#N)[C@H](c3ccoc3)[C@H]2C1
16.3	99.8	2.0	0.0	2.0	-1.0	5.0	-1.0	109.1	102.1	4.0	Cc1nc2ccccc2c2c1C(=O)N(C1CCCCCCC1)C2=O
-15.7	100.4	-2.0	0.0	-5.0	-5.0	-20.4	-6.0	102.4	102.1	-2.0	Cc1cccc(-c2nnc(SCCC(=O)N3CCOCC3)o2)c1
10.9	97.7	-5.0	-5.0	-5.0	-8.0	10.3	-2.0	96.7	102.1	-3.0	CC1CCN(c2nncc3ccccc23)CC1
9.2	96.4	-3.0	-1.0	-4.0	0.0	-6.8	-4.0	95.5	90.0	-2.0	O=C(O/N=C1/CCSc2ccccc21)c1ccc(F)cc1
16.6	103.2	-3.0	-12.0	-2.0	-24.0	-13.1	-11.0	108.7	104.0	-8.0	COc1ccccc1NS(=O)(=O)c1cc(NC(=O)c2cc3ccccc3oc2=O)ccc1C
4.3	101.8	-2.0	1.0	-4.0	-2.0	-15.4	-1.0	100.8	?	-3.0	COc1ccc(C(=O)COC(=O)CNC(=O)c2cccc(OC(F)F)c2)cc1
-15.3	102.0	2.0	0.0	1.0	3.0	-29.2	1.0	102.8	103.2	-1.0	CCCC(c1nnnn1CCOC)N(Cc1cc2cc(C)c(C)cc2[nH]c1=O)CC1CCCO1 (centres undefined)
-1.3	89.6	-4.0	-3.0	-4.0	-4.0	-6.3	-5.0	85.3	88.7	8.0	O=C(NCc1cccnc1)C1CC2c3ccccc3C1c1ccccc12 (centres undefined)
-1.2	101.8	-1.0	-8.0	0.0	-5.0	-19.3	-3.0	101.9	98.5	-5.0	Cc1csc(NC(=O)CS(=O)(=O)c2ccccc2)n1
11.8	93.1	-2.0	0.0	0.0	-1.0	0.9	-5.0	97.7	95.1	-3.0	Clc1ccc(SCc2cc(-c3ccccc3)no2)cc1
0.4	95.9	-5.0	0.0	-2.0	0.0	-0.4	-6.0	89.7	94.7	-4.0	CCOC(=O)C1=C(c2ccccc2)NC(SC)=C(C#N)C1c1cccnc1 (centres undefined)
21.6	100.8	2.0	-13.0	0.0	-5.0	18.4	-4.0	98.8	98.3	-4.0	COc1ccccc1CNC(=O)C1CC(c2ccc([N+](=O)[O-])cc2)=NO1 (centres undefined)
